# Bioassay records (PubChem BioAssay)
# IL1B secr inh: qHTS for Inhibitors of Inflammasome Signaling: IL-1-beta AlphaLISA Primary Screen | THP-1 LPS/ATP IL-1B secretion, AlphaLISA, 16 h; hits give low values | activity change, % at 57.5 µM | 360,000 tested, 4.7% active | AID 743279, 2014; in the data active means activity change below about -50%; inconclusive means mostly about -30% to -49%; further: on the % scale 0 is the no-effect control and ±100 the full control effect
#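 THP-1 cells pretreated 1 hr with compounds (up to 57.5 uM final), then stimulated with LPS (250 ng/mL final) plus ATP (1.25 mM final); secreted IL-1B measured by AlphaLISA after 16 hr, decreased signal indicating inhibition.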
# MCF10A rerep: A quantitative high throughput screen for small molecules that induce DNA re-replication in MCF 10a normal breast cells | MCF 10A DNA re-replication, Hoechst nuclear intensity, 48 h | Potency, µM (highest dose often 46.1 µM), for inactives: at the highest dose activity, positive = re-replication, hits mostly activators | 350,000 tested, 2.9% active | AID 624296, 2012; further: potency means the concentration at half of the fitted maximal effect; % of control where 0% means no effect; nearly all actives have a fitted effect of over 50% in size
# HT1080-NT tox: qHTS for induction of synthetic lethality in tumor cells producing 2HG: qHTS for the HT-1080-NT fibrosarcoma cell line. HT-1080-NT fibrosarcoma viability, CellTiter-Glo ATP luminescence, 48 h. Potency, µM (series often up to 46.1 µM), for the others: at the highest dose activity, negative = less viability, hits mostly cytotoxic. 360,000 tested, 1.6% active. AID 686970, 2013;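 further: NT is the 2HG producing partner of a matched IDH1 knockdown line; potency means the concentration at half of the fitted maximal effect; 0% = DMSO-treated cells and -100% = media-only wells without cells; nearly all actives have a fitted effect of over 55% in size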
#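 750 cells/well, RPMI + 5% FBS; 2 h settle, compound pin-transfer, 48 h at 37 degrees C. CellTiter-Glo 10 min RT, luminescence. Normalized to DMSO and media-only wells.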
# ATXN2 expr inh: Primary qHTS for Inhibitors of ATXN expression; HEK-293 ATXN2-luciferase reporter, luminescence, 24 h; Potency, µM (doses to about 57 µM), for the others: at the top dose activity change, negative = inhibition, most hits filed as inhibitors; 360,000 tested, 0.72% active; AID 1745845, 2022; further: potency means the concentration at half of the fitted maximal effect; on the % scale 0 is the no-effect control and ±100 the full control effect; nearly all actives have a fitted effect of over 55% in size
#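 qHTS (up to 57 uM final) was run with 24 h compound exposure of reporter cells at 37 °C. Each well was multiplexed: SteadyGlo luminescence measured ATXN2-luciferase expression after a fluorogenic Gly-Phe-AFC viability readout (25 uM final).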
# KB-3-1 tox: qHTS assay for MDR1-selective chemotherapeutics: Primary screen using the parental adenocarcinoma cell KB-3-1; AID 1347075, 2019; KB-3-1 viability, CellTiter-Glo ATP luminescence, 72 h; 400,000 tested, 1.4% active; Potency, µM (highest dose often 46.1 µM), inactives show at the top dose activity change, negative = cytotoxic, most hits filed as cytotoxic; further: potency means the concentration at half of the fitted maximal effect; on the % scale 0 is the no-effect control and ±100 the full control effect; nearly all actives have a fitted effect of over 60% in size
#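 KB-3-1 cells, DMEM (no phenol red) + 10% FBS; compound by pin transfer, 72 h, 37 °C. Readout: CellTiter-Glo luminescence after 10 min. Data normalized, curve-fitted.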
# KB-V1 cytotox: qHTS assay for MDR1-selective chemotherapeutics: Primary screen using the drug-selected MDR subline cells KB-V1. KB-V1 MDR cells viability, CellTiter-Glo, 72 h. Potency, µM (titrated, usually from 46.1 µM), inactives show top-dose activity change, negative = cytotoxicity, hits mostly cytotoxic. 400,000 tested, 3.4% active. AID 1347076, 2019; further: potency means the concentration at half of the fitted maximal effect; on the % scale 0 is the no-effect control and ±100 the full control effect; nearly all actives have a fitted effect of over 60% in size
#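 KB-V1 MDR subline cells in DMEM (phenol-red free, 10% FBS) exposed to compounds in qHTS concentration series for 72 h at 37 degrees C. Viability read by CellTiter-Glo luminescence; concentration-effect curves fitted after normalization and correction.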
# SW480 rereplic: A quantitative high throughput screen for small molecules that induce DNA re-replication in SW480 colon adenocarcinoma cells; Potency, µM (highest dose often 46.1 µM), inactives show at the top dose re-replication activation, most hits filed as activators; 340,000 tested, 1.8% active; SW480 DNA re-replication, Hoechst DNA content imaging, 48 h; further: potency means the concentration at half of the fitted maximal effect; % of control where 0% means no effect; nearly all actives have a fitted effect of over 55% in size
#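 DNA re-replication was detected as more nuclei of elevated Hoechst intensity after 48 hr exposure to compound (23 nL pinned per well of 250 cells).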
# WRN inhibitor: qHTS for Inhibitors of WRN Helicase; WRN helicase unwinding, fluorescent forked duplex, kinetic; Potency, µM (highest dose often 114 µM), without a hit: at the highest dose activity change, negative = inhibition, most hits filed as inhibitors; 360,000 tested, 0.46% active; AID 651768, 2012; further: potency means the concentration at half of the fitted maximal effect; on the % scale 0 is the no-effect control and ±100 the full control effect; nearly all actives have a fitted effect of over 55% in size
# Target sequence (Q14191 whole entry, looked up): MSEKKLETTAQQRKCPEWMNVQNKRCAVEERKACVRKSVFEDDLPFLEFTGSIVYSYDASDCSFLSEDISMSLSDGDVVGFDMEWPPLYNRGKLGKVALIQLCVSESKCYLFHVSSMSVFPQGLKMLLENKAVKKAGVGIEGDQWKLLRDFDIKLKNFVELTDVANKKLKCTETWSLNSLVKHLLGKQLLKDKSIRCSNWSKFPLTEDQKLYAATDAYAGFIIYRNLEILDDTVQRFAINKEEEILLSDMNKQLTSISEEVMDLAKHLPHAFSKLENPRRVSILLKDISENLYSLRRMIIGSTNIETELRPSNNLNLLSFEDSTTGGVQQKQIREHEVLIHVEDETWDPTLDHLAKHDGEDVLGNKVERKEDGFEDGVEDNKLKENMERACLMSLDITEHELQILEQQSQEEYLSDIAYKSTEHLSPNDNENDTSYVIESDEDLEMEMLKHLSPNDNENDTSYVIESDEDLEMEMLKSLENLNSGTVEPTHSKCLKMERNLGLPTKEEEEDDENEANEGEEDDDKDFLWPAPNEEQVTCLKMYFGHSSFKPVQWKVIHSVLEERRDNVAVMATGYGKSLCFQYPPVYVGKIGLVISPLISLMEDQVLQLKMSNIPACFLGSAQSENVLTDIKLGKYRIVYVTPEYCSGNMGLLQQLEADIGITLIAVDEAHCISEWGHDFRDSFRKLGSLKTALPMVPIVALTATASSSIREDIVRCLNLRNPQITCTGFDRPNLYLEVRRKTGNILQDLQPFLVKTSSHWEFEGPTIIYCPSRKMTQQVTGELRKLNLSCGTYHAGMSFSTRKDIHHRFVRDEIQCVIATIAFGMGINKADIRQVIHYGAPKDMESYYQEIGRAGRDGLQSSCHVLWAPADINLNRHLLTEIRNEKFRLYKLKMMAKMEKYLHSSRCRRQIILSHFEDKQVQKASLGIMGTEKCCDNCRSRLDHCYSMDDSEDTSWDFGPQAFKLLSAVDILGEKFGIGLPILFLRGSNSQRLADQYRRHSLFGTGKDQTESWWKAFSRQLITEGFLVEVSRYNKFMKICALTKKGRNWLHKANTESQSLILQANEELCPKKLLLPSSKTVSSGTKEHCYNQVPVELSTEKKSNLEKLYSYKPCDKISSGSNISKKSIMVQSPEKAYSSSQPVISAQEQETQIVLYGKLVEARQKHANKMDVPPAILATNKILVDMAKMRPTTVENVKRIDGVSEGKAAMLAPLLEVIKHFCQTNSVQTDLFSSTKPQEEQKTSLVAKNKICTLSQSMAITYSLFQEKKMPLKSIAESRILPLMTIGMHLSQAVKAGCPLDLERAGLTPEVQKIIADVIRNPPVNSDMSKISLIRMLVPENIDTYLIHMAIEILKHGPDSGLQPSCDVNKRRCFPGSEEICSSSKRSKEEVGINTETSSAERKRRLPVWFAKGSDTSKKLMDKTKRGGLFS
#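 Fluorescence dequenching readout, ex 525 nm/em 598 nm, kinetic mode: forked duplex DNA (100 nM final) with adjacent fluorophore and quencher unwound by WRN (20 nM final) with 2 mM ATP. Compound preincubation 15 min, room temperature.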
# HT1080 IDH1KD tx: qHTS for induction of synthetic lethality in tumor cells producing 2HG: qHTS for the HT-1080-IDH1KD cell line | Potency, µM (top dose mostly 46.1 µM), without a hit: top-dose activity, negative = toxicity, hits mostly cytotoxic | HT-1080 IDH1 knockdown viability, ATP luminescence, 48 h | 360,000 tested, 2% active | AID 686971, 2013;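 further: potency means the concentration at half of the fitted maximal effect; 0% = DMSO wells and -100% = cell-free medium wells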
#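 Viability of IDH1-knockdown HT-1080 fibrosarcoma cells was assessed by CellTiter-Glo after 48 h at 37 °C with titrated compound; concentration-effect curves were classified by fit quality and response size.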
# * = called active by the depositor; ? = inconclusive; nt = no result given; [ ] = remark or other dose. Unless noted, the call rests on the fitted dose curve; in most records, active means well fitted curve in the direction sought with a large enough effect; inconclusive means small, poorly fitted or top-dose-only effect, or another doubt; inactive means no such curve, though single readings can be large; an effect the other way counts as inactive or inconclusive.
SMILES,IL1B secr inh,MCF10A rerep,HT1080-NT tox,ATXN2 expr inh,KB-3-1 tox,KB-V1 cytotox,SW480 rereplic,WRN inhibitor,HT1080 IDH1KD tx
O=C(Cc1cccc(NC(=O)C2CCCN(C(=O)C3CCC3)C2)c1)Nc1ccc(C(=O)N2CCOCC2)cc1 (stereo not given),-12,-42%[inhibitor],3%,9%,18%,2%,-2%,3%,10%
Cc1ccc2c(c1)c1nnc(SCC(=O)N3CCN(c4ccc(F)cc4)CC3)nc1n2CC(=O)O,17,-2%,1%,0%,20%,2%,-8%,-35%[57.1 µM],0%
COC(=O)c1ccc(CSc2nnc3nc(C)cc(C)n23)cc1,30,-3%,-1%,-9%,-10%,?,-10%,2%,-2%
O=C(NCCc1ccncc1)C(F)(F)F,33,-4%,0%,0%,-7%,-8%,-5%,15%,-14%
CC(=O)Nc1ccc(S(=O)(=O)N(C)CC(=O)Nc2cccc(S(=O)(=O)N3CCCC3)c2)cc1,24,-6%,-11%,-8%,-9%,10%,9%,-4%,-11%
CCc1ccc(OCC(=O)N2CCc3ccccc32)cc1,10,19%,-1%,102%[activator],4%,-10%,-8%,1%,0%
O=C(Cc1c[nH]c2ccccc12)NCc1ccccc1F,-2,-4%,6%,nt,1%,0%,4%,5%,4%
O=C(NC1CCCCC1)N1CCCC(c2nc3ccccc3[nH]2)C1 (stereo not given),0,-5%,-16%,2%,-5%,21µM*,-1%,4%,-6%
CN(C)CC(c1ccccc1)c1ccccc1,nt,-13%,17%,-12%,4%,10%,-43%[inhibitor],7%,10%
CCN(CC(=O)N1CCc2ccccc2C1)S(=O)(=O)c1ccc2ccccc2c1,-1,?,-1%,-6%,2%,-8%,8%,-8%,-5%
CSc1cccc(NC(=O)NCc2cccc(CNC(=O)Nc3cccc(SC)c3)c2)c1,0,7.3µM*,23µM*,nt,?,4%,11%,-8%,?
CCOC1=C2CN(S(=O)(=O)c3ccc(C)cc3)[C@H](c3ccccc3)C[C@@H]2N(S(=O)(=O)c2ccccc2)[C@H](c2ccccc2)C1,-7,nt,10%,1%,0%,4%,nt,-10%,15%
Cc1ccc(S(=O)(=O)Oc2ccc(/C=C(/NC(=O)c3ccccc3)C(=O)NCC(=O)O)cc2)cc1,-2,-3%,-4%,-8%,9%,19%,6.5µM*,-8%,2%
CCOc1ccc(S(=O)(=O)Nc2ccc(C(=O)NCC3(N4CCCCC4)CCCCC3)cc2)cc1,-10,22%,?,16%,-7%,-3%,-130%[inhibitor],8%,-11%
Cc1cc(Cl)ccc1C(=O)C1CCCN(C(=O)CCn2cnnn2)C1 (stereo not given),18,4%,7%,9%,5%,-15%,1%,5%,7%
COc1ccc(C2(C(=O)NC3CCCCC3)CCOCC2)cc1OC,-9,?,-3%,-5%,-10%,0%,1%,3%,2%
O=C(c1cccc(S(=O)(=O)N2CCCC2)c1)N(Cc1ccco1)C1CCS(=O)(=O)C1 (stereo not given),17,-2%,7%,-8%,?,0%,1%,0%,10%
CC(C)NC(=S)NC(c1ccccc1)(c1ccccc1)c1ccccc1,-1,25%,-13%,?,?,?,14%,-5%,-8%
COc1cc(/C=N/NC(=O)CN2CCOCC2)ccc1OCc1ccccc1,5,-2%,12%,39%[activator],21%,?,22%,-20%,3%
CCN(c1ccccc1)S(=O)(=O)c1ccc2[nH]cc(C(=O)NCCOC)c(=O)c2c1,28,-3%,-10%,8%,-20%,7%,3%,-11%,-9%
CN1CC(c2ccccn2)C2(SC(=S)N(Cc3ccccc3)C2=O)C12C(=O)Nc1ccccc12 (stereo not given),-22,4%,?,?,1%,?,-3%,-11%,?
Cc1cc(C)c(S(=O)(=O)N2CCN(c3ccc([N+](=O)[O-])c(-n4nc(C)cc4C)c3)CC2)c(C)c1,-4,16%,10%,-5%,2%,-10%,-8%,5%,-1%
COc1ccc(-n2c(SCC(=O)NCc3cccs3)nc3[nH]ncc3c2=O)cc1,15,18%,4%,nt,6%,25%,0%,-4%,13%
CCCCCN(C(=O)CN1CCC(Cc2ccccc2)CC1)c1c(N)n(CCCC)c(=O)[nH]c1=O,-78*,?,-9%,-25%,?,4%,?,-7%,-9%
CCCOc1ccc(C(=O)NCC2OCCc3ccccc32)cc1OC (stereo not given),-17,2%,10%,-13%,15%,-7%,-1%,-3%,-1%

# SW480 rereplic: what is marked active above
mol | IL1B secr inh | SW480 rereplic | WRN inhibitor
Cc1ccc(S(=O)(=O)Oc2ccc(/C=C(/NC(=O)c3ccccc3)C(=O)NCC(=O)O)cc2)cc1 | -2 | 6.5µM* | -8%

# The listing continues:
SMILES,IL1B secr inh,MCF10A rerep,HT1080-NT tox,ATXN2 expr inh,KB-3-1 tox,KB-V1 cytotox,SW480 rereplic,WRN inhibitor,HT1080 IDH1KD tx
COc1ccccc1-n1c(SC)nc2c(sc(=S)n2-c2ccccc2)c1=O,2,-1%,5%,-13%,0%,2%,-1%,0%,10%
Oc1c(Cl)cc(Cl)cc1C=Nc1ccc(N2CCOCC2)cc1,16,10%,-3%,-17%,7%,?,7%,?,-9%
CCN(CC)CCNC(=O)C(C(=O)c1ccccc1)n1ccccc1=O (stereo not given),6,5%,-5%,0%,8%,5%,-1%,5%,6%
c1cncc(CNc2ncnc3ccc(-c4ccoc4)cc23)c1,nt,4%,nt,15%,-4%,1%,2%,nt,nt
COc1ccc2cc(C(=O)C3CCCN(C(=O)CSc4nnc(C)o4)C3)ccc2c1 (stereo not given),-22,0%,-46%,?,-16%,0%,6%,-1%,?
Cc1ccc(C(=O)NCCONC(=O)c2ccc(C)cc2)cc1,21,-3%,12%,1%,21%,0%,0%,2%,2%
CCN1CCN(C(=O)c2ccc(S(=O)(=O)Nc3ccccc3)cc2)CC1,0,4%,20%,-2%,6%,?,-16%,15%,0%
O=C(Nc1ccc(F)cc1)NC1(C(=O)NCc2ccc3c(c2)OCO3)CCCCC1,-10,?,9%,-4%,6%,16µM*,0%,-23%,1%
COc1ccc(-n2nnnc2SCC(=O)NCCc2ccc(OC)c(OC)c2)cc1,6,-7%,-9%,1%,-3%,8.2µM*,13%,-4%,-24%
CC(OC(=O)c1ccc(Br)o1)C(=O)Nc1ccc2c(c1)OCCO2 (stereo not given),3,-1%,-8%,nt,10%,14%,-7%,4%,8%
CCOC(=O)c1ccc(CSc2nnc(-c3ccncc3)n2N)cc1,5,3%,2%,20%,-3%,-2%,-5%,-1%,-3%
O=C(c1ccc(COc2ccc3c(c2)CCC3)o1)N1CCN(c2ccccc2)CC1,-73*,8%,?,-10%,-20%,?,-4%,-20%[57.1 µM],-2%[9.24 µM]
COc1ccc(C2N(c3ccc(OC)cc3)C(=S)N3CCCN23)cc1 (stereo not given),-12,7%,12%,5%,5%,-2%,4%,0%,18%
CCc1ccc(Nc2n[n+](-c3ccccc3)c(-c3ccc(C(=O)O)cc3)s2)cc1,0,2%,-17%,3%,-3%,6%,2%,0%,?
CCCCCC1CCC(C(=O)NNC(=S)NCC)CC1 (stereo not given),-20,?,6.3µM*,-9%,?,15µM*,-4%,12%,3.2µM*
COc1cc(C=Nc2ccccc2C(=O)Nc2ccccc2)cc(OC)c1OC,-22,-5%,0%,16%,7%,-6%,429%,-5%,-1%
O=C(Oc1ccccc1)c1ccc(-n2cnnn2)cc1,-14,-4%,-3%,-9%,-2%,5%,19%,-21%,-2%
CC(C)COn1c(=S)[nH]c2ccccc2c1=O,14,-2%,?,-16%,2%,?,11%,1%,?
Cc1ccc(NS(=O)(=O)c2ccc3c(c2)NC(=O)CCS3)cc1F,34,0%,-26%,?,?,?,-12%,-6%,-25%
COc1ccccc1OCCCC(=O)Nc1ccc(N2CCOCC2)cc1,3,1%,3%,-8%,-10%,25%,-3%,-4%,3%
O=C(NC(=O)c1ccc(Cl)cc1)OC1CCCCC1,8,0%,6%,46%[activator],10%,-9%,-5%,-8%,4%
CC[C@@H](C)[C@H](NC(=O)Cc1c(C)c2cc3c(C)coc3c(C)c2oc1=O)C(=O)O,24,1%,4%,nt,11%,0%,4%,-5%,0%
c1ccc(N2CCN(Cc3ccc4c(c3)OCO4)CC2)nc1,-16,-6%,-3%,-31%,-4%,-8%,5%,10%,5%
COc1ccc(Cl)cc1-n1c(C)cc(C(=O)O)c1C,5,-2%,18%,-4%,-5%,3%,1%[9.22 µM],1%,14%
CNC(=O)N1CCN(C(=O)NC)CC1,-1,9%,6%,0%,-1%,2%,4%,1%,12%
C/C(Cc1ccccc1)=N\NC(=O)CNC(=O)COc1cccc(C)c1,-14,10%,0%,-25%,-2%,-13%,-7%,2%,2%
CC1(C)CC(=O)C2=C(C1)Nc1ccccc1[S@]2=O,19,1%,4%,2%,3%,?,-5%,8%,8%
COc1ccc(C(=O)N2C(=O)c3ccc(N)cc3C2=O)cc1,-15,?,?,24%,-3%,-14%,?,-2%,24%
CC(C)n1ncc2c(C(=O)Nc3ccc(CC#N)cc3)cc(C3CC3)nc21,0,5%,-2%,-13%,-1%,-15%,?,-5%,-15%

# 2 compounds from above, reduced to KB-3-1 tox, HT1080 IDH1KD tx and ATXN2 expr inh:
structure	KB-3-1 tox	HT1080 IDH1KD tx	ATXN2 expr inh
O=C(Oc1ccccc1)c1ccc(-n2cnnn2)cc1	-2%	-2%	-9%
CC(C)COn1c(=S)[nH]c2ccccc2c1=O	2%	?	-16%
